Screens deposited in PubChem BioAssay by Sanford-Burnham Center for Chemical Genomics.
H9c2 TAG inh: reduces triacylglycerol accumulation in H9c2 cells; Nile Red lipid (TAG) fluorescence; cells loaded with 200 µM oleic acid; inhibition, % at 12.5 µM; 230,000 tested, 0.66% active; AID 651582;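 active = pattern-corrected inhibition of lipid staining of at least 50% with the nuclear-stain viability signal not falling by more than 50%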;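 also: 0% = DMSO wells and 100% = triacsin C control wells; some results filed as inactive read as strong as hits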
H9c2 TAG inh DAPI viability: further read-out of H9c2 TAG inh, marked with its call; DAPI nuclei signal change (viability), lower = more cytotoxic, %;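 whole-well DAPI fluorescence read on a plate reader as a viability signal; minus 50 percent equals half of cells still viable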
* marks the source's active call; other numbers are inactive results; & = joins results of further samples. Only part of the results is shown. The share of hits here may be higher or lower than overall.

SMILES	H9c2 TAG inh	H9c2 TAG inh DAPI viability
Cc1ccc(CN2CCC(n3nccc3NC(=O)C3CCOC3)CC2)cc1C (stereo not given)	1	-1
CCN1CCc2c(OCc3ccc(C(=O)OC)o3)cccc2C1=O	-6	6
CCOC(=O)C1CCCN(c2cc(=O)n(-c3ccccc3Cl)c(=O)[nH]2)C1 (stereo not given)	4	-3
CCOC(=O)C1=C(CNC(C)(C)CC(C)(C)C)NC(=O)NC1c1cccc([N+](=O)[O-])c1 (stereo not given)	10	-13
CCCC(=O)NC(C)c1nc2ccccc2n1C(C)C (stereo not given)	-7	1
COc1ccc(CN(C)C(=O)C2CCN(C(=O)Nc3ccccc3)CC2)cc1OC	41	1
CCSCCOC(=O)C1=C(C)NC2=C(C(=O)CCC2)C1c1coc2ccccc2c1=O (stereo not given)	-4	9
Cc1cccc(OCC(=O)OC2CCN(C)CC2)c1	-30	6
Cc1ccc(C(=O)CSc2nnc3c4ccccc4nc(Cc4ccccc4)n23)cc1	-3	-10
Cc1cc(C)c(-c2noc(C(=O)OC(C)(C)C)c2C(=O)OC(C)(C)C)c(C)c1	-10	1
C#CCO[C@@H]1C[C@H](n2ccc(NC(=O)c3ccccc3)nc2=O)O[C@@H]1CO	4	5
CCOc1ccc(C(=O)NN2CCOCC2)cc1	-12	-5
CC(=O)C[C@@H](O)CC(=O)[C@@H]1OC(=O)CC/C=C\Cc2ccccc21	9	7
COc1ccc(/C=C/C(=O)NCCSCc2ccco2)cc1OC	2	-3
CCn1nnnc1NCc1ccc(OCc2ccc(F)cc2Cl)c(OC)c1	8	2
COc1ccc(N2CCN(C(=O)CCNS(=O)(=O)c3ccccc3)CC2)cc1	11	1
COc1cc(CC(=O)Nc2nc(C)cs2)cc(OC)c1OC	7	6
COc1c(C)cc(NC(=O)c2ccc3c(c2)NC(=O)CO3)cc1C	12	-5
COc1cc(C(=O)NC(=S)Nc2ccccc2N2CCOCC2)cc(OC)c1OC	16	-12
CSCCC(C(=O)OCC(=O)c1ccc(C)c(C)c1)N1C(=O)c2ccccc2C1=O (stereo not given)	-5	3
O=C(OCC(=O)c1c[nH]c2ccccc12)c1cncc(Br)c1	-6	-10
CCOc1ccc(NC(=O)CNC(=O)c2cccs2)cc1	-1	-2
COC(=O)c1ccc(NC(=O)CCN2CCCCC2)cc1	17&10	-2&0
COc1cccc(NC(=O)CN(C)C(C)C(=O)Nc2ccc(S(=O)(=O)N3CCOCC3)cc2)c1 (stereo not given)	2	-2
CC(C)(C)C(=O)[C@@H]1[C@@H]2C(=O)N(c3ccc4c(c3)OCCO4)C(=O)[C@@H]2C2c3ccccc3C=CN21 (stereo not given in full)	-2	7
O=C(CSc1n[nH]c(-c2cccs2)n1)NC1CCS(=O)(=O)C1 (stereo not given)	11	48
CCCc1c(C(=O)N/N=C/c2ccc3c(c2)OCO3)nnn1-c1nonc1N	-3	9
Cc1ccc(S(=O)(=O)N2CCOCC2)cc1NC(=O)CSc1n[nH]c(N)n1	0	1
CC(NC(=O)c1cc(=O)[nH]c2ccccc12)c1ccccc1 (stereo not given)	10	7
COc1cccc(CNC(=O)C2CC(=O)N(c3ccc4c(c3)OCCO4)C2)c1 (stereo not given)	5	-7
CCCCCCNS(=O)(=O)c1ccc(OC)c(OC)c1	-7	-21
COc1ccc(CNC(=O)CC2C[C@H](C(=O)N3CCOCC3)[C@@]3(CCC4CCCC4)c4[nH]c5ccccc5c4CCN3C2=O)cc1OC (stereo not given in full)	28	-9
Cc1ccc(-c2nc(CN(Cc3c(C)nn(C)c3C)C(C)C)c(C)o2)o1	8	-3
CC(Oc1ccc(Br)cc1)C(=O)Nc1ccc(S(=O)(=O)Nc2nccs2)cc1 (stereo not given)	-11	7
CCN1CCN(C(c2cccs2)C(C)NC(=S)Nc2cccc(C)c2C)CC1 (stereo not given)	8	-8
CCOC(=O)CC(=O)NC(CC(=O)OC)c1ccc(C(C)C)cc1 (stereo not given)	-7	-13
O=Nc1c(O)n(Cc2ccc(Cl)cc2)c2ccccc12	-21	-1
COC(=O)c1ccccc1N=Nc1c(N)n[nH]c1N	20	-12
CCNc1nc(NCc2ccccc2)nc(SCC(N)=O)n1	-33	0
CSc1ccc(CN(C)C(=O)CNC(=O)c2ccc3c(c2)OCO3)cc1	-3	2
COc1ncnc2c1ncn2CCCNCc1ccccc1	-5	7
COc1ccc(C)cc1NC(=O)C1CCC(CNc2c(N3CCOCC3)c(=O)c2=O)CC1 (stereo not given)	-6	4
Nc1nc(N)c2c(n1)CCCC2	7	-9
Cc1ccc(C2C(C#N)=C(N)Oc3n[nH]c(-c4cccs4)c32)s1 (stereo not given)	6	-8
CCN(CC)c1nc(-c2ccc(Cl)cc2)cc(C(F)(F)F)c1C#N	13	39
Cc1ccc(S(=O)(=O)NCCC(=O)OCn2nnc3ccccc3c2=O)cc1	27	-17
O=c1cc(CO)oc(CN2CCN(c3ccccc3)CC2)c1O	-13	-6
O=C(Nc1ccc(F)c(Cl)c1)C1CCCC1	3	3
CCC(C)(C)n1nnnc1C(c1ccc(N(C)C)cc1)N1CCN(C2CCCCC2)CC1 (stereo not given)	17	-3
CC(C)N=C(NC#N)SCc1ccccc1	-14	-4
COC(=O)[C@H](NC(=O)c1cc(-c2ccccc2)nc2ccccc12)c1ccccc1	-10	-2
O=C(NCc1ccc2c(c1)OCO2)c1ccc2c(c1)C(=O)N(CC1CCCO1)C2=O (stereo not given)	12	-15
O=c1[nH]cnc(O)c1C(c1ccc2c(c1)OCO2)c1c(O)nc[nH]c1=O	8	8
Cc1cc(NC(=O)C(C)C)n(-c2nc3ccccc3s2)n1	9	17
O=C(NCCc1ccccc1)c1ccc2c(c1)S(=O)(=O)N=C1CCCCCN12	7	-2
COc1ccc(CCNc2nc(Cl)nc(NC(C)(C)CO)n2)cc1OC	9	0
CCc1nc(SCC(N)=O)c2c(=O)n(C)c(=O)n(C)c2n1	-39	-4
CC(C)(O)[C@@H]1CC[C@@](C)(C2CC[C@]3(C)C2[C@H](O)CC2[C@@]4(C)CC[C@H](O)C(C)(C)C4[C@@H](O[C@H]4O[C@@H](CO)[C@H](O)[C@@H](O)[C@@H]4O[C@@H]4O[C@H](CO)[C@@H](O)[C@H](O)[C@H]4O)C[C@]23C)O1 (stereo in doubt)	17	1
Cc1ccnc(NC(=O)c2ccc(OCC3CCCO3)cc2)c1 (stereo not given)	14	-4
COc1ccc(CCNC(=O)c2cccc(S(=O)(=O)N3CCOCC3)c2)cc1OC	-11	4
The results go on:
SMILES	H9c2 TAG inh	H9c2 TAG inh DAPI viability
Cc1ccc(-c2[nH][nH]c(=O)c(=O)c2N=Nc2ccccc2)cc1	13	-4
COc1ccc(Cl)cc1C(=O)NNC(=O)CNC(=O)c1ccco1	6	1
CN(C)c1ccc(NC(=O)Cn2c(=O)n(Cc3ccccc3)c(=O)c3ccccc32)cc1	10	12
O=C1CN(C(=O)c2ccco2)C(c2ccccc2)c2cc(Cl)ccc2N1 (stereo not given)	-27	11
O=C1c2cccc3cc([N+](=O)[O-])cc(c23)C(=O)N1CC1CCCO1 (stereo not given)	9	-8
Cn1c2c(c(=O)n(C)c1=O)C(c1ccc(F)cc1)C(C#N)=C(N)O2 (stereo not given)	21	-15
CCOC(=O)COc1ccc2c3c(c(=O)oc2c1C)CCC3	-2	5
O=C1C=C(c2cccc(Cl)c2O)C[C@@H](c2ccc(F)cc2)C1	-28	-1
O=C(NCCCN1CCOCC1)c1sc2ccccc2c1Cl	-1	8
Cc1nn(CC(=O)NCC2CCCO2)c(C)c1[N+](=O)[O-] (stereo not given)	-2	7
COc1ccc(CNC(=O)CCn2c(=O)[nH]c3ccccc3c2=O)cc1	4	-2
CNC(=O)NNC(=O)c1onc(-c2c(Cl)cccc2Cl)c1C(=O)OC	3	-6
O=C(O)c1cn(-c2ccccc2)c(=O)c2ccccc12	-5	-8
COc1ccc(NC(=S)NCc2cccnc2)cc1OC	-15	-2
COc1ccccc1NC(=O)C(C)OC(=O)C1CC(=O)N(Cc2ccco2)C1 (stereo not given)	2	-1

4 entries from above, with each value named:
SMILES: CCN1CCc2c(OCc3ccc(C(=O)OC)o3)cccc2C1=O
  H9c2 TAG inh = -6	H9c2 TAG inh DAPI viability = 6
SMILES: CCOC(=O)C1CCCN(c2cc(=O)n(-c3ccccc3Cl)c(=O)[nH]2)C1 (stereo not given)
  H9c2 TAG inh = 4	H9c2 TAG inh DAPI viability = -3
SMILES: CCOC(=O)C1=C(CNC(C)(C)CC(C)(C)C)NC(=O)NC1c1cccc([N+](=O)[O-])c1 (stereo not given)
  H9c2 TAG inh = 10	H9c2 TAG inh DAPI viability = -13
SMILES: CCCC(=O)NC(C)c1nc2ccccc2n1C(C)C (stereo not given)
  H9c2 TAG inh = -7	H9c2 TAG inh DAPI viability = 1

Following part
SMILES	H9c2 TAG inh	H9c2 TAG inh DAPI viability
CCn1c(Cc2ccccc2)nnc1SCC(=O)Nc1ccc(N2CCOCC2)c(Cl)c1	-9	0
O=C(Nc1cccc(C(F)(F)F)c1)c1cnc2n(c1=O)CCS2	4	-3
Cc1ccc(C(=O)OCC(=O)NC(C)c2ccccc2)cc1C (stereo not given)	24	10
O=C(O)COc1ccccc1/C=N/NC(=O)CSc1nc2ccccc2c(=O)n1-c1ccc(Cl)cc1	0	6
CSCCCNC(=S)Nc1ccc(N2CCOCC2)cc1	-9	0
CC(C)Cc1nnc(NC(=O)C2CC(=O)N(c3ccc4c(c3)OCCO4)C2)s1 (stereo not given)	13	-7
CC(=O)Nc1ccc(S[C@@H](CCN2CC[C@H](C(C)(C)C)CCC2=O)c2ccccc2)cc1	-34	12
Cc1cc(C(=O)NNC(=S)NC2CCCCC2)cs1	-10	-2
Cn1c(-c2ccccc2)cnc1NCc1cccc([N+](=O)[O-])c1	-10	1
CCCOc1ccc(N2C(=O)CC(N(CCc3ccc(OC)cc3)C(=O)c3cccc(F)c3)C2=O)cc1 (stereo not given)	3	-4
COc1cc2c(cc1OC)CN(CCC(C)c1ccc(Cl)cc1)CC2 (stereo not given)	10	9
O=C1C=C(c2ccc3c(c2)OCO3)C[C@@H](c2ccc(F)cc2)C1	2	-4
CC(=O)Nc1nc(C)c(C(C)(C)C)s1	-6	1
COc1ccc2ccccc2c1/C=N/NC(=O)c1cccc(C)c1	4	3
COCCn1nnnc1C(c1cc2cc(OC)c(OC)cc2[nH]c1=O)N1CCN(c2ccc(O)cc2)CC1 (stereo not given)	-3	-3

Rewritten with each value named: part of the list above.
> Cc1ccc(-c2nc(CN(Cc3c(C)nn(C)c3C)C(C)C)c(C)o2)o1
  H9c2 TAG inh = 8 | H9c2 TAG inh DAPI viability = -3

> CC(Oc1ccc(Br)cc1)C(=O)Nc1ccc(S(=O)(=O)Nc2nccs2)cc1 (stereo not given)
  H9c2 TAG inh = -11 | H9c2 TAG inh DAPI viability = 7

Continued.
SMILES	H9c2 TAG inh	H9c2 TAG inh DAPI viability
O=C(c1ccc(Cn2cc(Cl)c([N+](=O)[O-])n2)cc1)N1CCN(Cc2ccccc2)CC1	-17	8
CC(=O)Nc1nc2ccc(C(=O)NC3CCCCC3)cc2s1	13	4
CC(=O)NCCC(=O)NCC1(N(C)Cc2ccccc2)Cc2ccccc2C1	7	4
COc1ccccc1NC(=S)N1CCNC(=O)C1CC(=O)Nc1cccc(C)c1 (stereo not given)	-1	-6
COc1ccc([C@H]2N[C@]3(CCCN(Cc4ccc(Br)cc4)C3=O)[C@H]3C(=O)N(Cc4ccccc4)C(=O)[C@@H]23)cc1	-5	1
O=C(CN1C(=O)C2C3c4ccccc4C(c4ccccc43)C2C1=O)N1CCOCC1 (stereo not given)	6	-2
COc1c(C)cc(C(=O)C2CCCN(C(=O)c3cccc(F)c3)C2)cc1C (stereo not given)	-13	2
CCc1ccc(NCc2nc3ccccc3c(=O)[nH]2)cc1	-14	17
N#Cc1nc(-c2ccccc2F)oc1NCc1ccccc1	9	13
CC1CCCC(NC(=O)COC(=O)Cc2cn3ccsc3n2)C1C (stereo not given)	5	-1
CCC(=O)N1CCCC1(C)C(=O)Nc1ccc2scnc2c1 (stereo not given)	0	1
CC1CCc2[nH]c3ccc(C(=O)NCC4CCCO4)cc3c2C1 (stereo not given)	15	-9
COc1ccc(C(=O)Nc2nc(C)c(C(C)=O)s2)cc1S(=O)(=O)N1CCOCC1	3	3
Cn1c(NCCOc2ccccc2Cl)nc2cc(-c3ccc(F)cc3)sc2c1=O	4	9
O=C(c1nn(Cc2ccccc2)c(=O)c2ccccc12)N1CCN(c2ccccn2)CC1	-23	-2
O=C(CCc1nnc(COc2ccccc2)o1)NCc1ccc(Cl)s1	5	5
FC(F)(F)c1ccc(N2CCN(c3ncnc4c3nnn4Cc3ccccc3Cl)CC2)cc1	-10	15
COc1ccc(CCNC(=O)COC(=O)/C=C/c2cc(OC)ccc2OC)cc1	4	2
CCN(C(=O)COC(=O)c1cc(Cl)ccc1OC)c1c(N)n(Cc2ccccc2)c(=O)[nH]c1=O	-9	8
COc1ccc(CCNC(=O)C2CC(c3cc(C(F)(F)F)cc(C(F)(F)F)c3)=NO2)cc1 (stereo not given)	8	0
O=C(Nc1cccc(C(F)(F)F)c1)c1cccnc1N1CCN(CCO)CC1	-2	16
CCCCOC(=O)Cn1c(=N)n(CCN(CC)CC)c2ccccc21	8	6
O=C(CSCc1c(Cl)cccc1Cl)NN=C1CCCC1	-3	-2
CC(=O)c1ccc(OCCCC(=O)Nc2cc(Cl)ccc2-n2cncn2)cc1	-12	5
COc1ccc(OCCN2CCC(C(=O)NC(c3ccc(Cl)cc3)c3ncccc3C)CC2)cc1 (stereo not given)	-27	21

3 structures already listed, ordered by heavy-atom count, descending.
SMILES	H9c2 TAG inh	H9c2 TAG inh DAPI viability
COc1ccc(OCCN2CCC(C(=O)NC(c3ccc(Cl)cc3)c3ncccc3C)CC2)cc1 (stereo not given)	-27	21
COc1ccc(CCNC(=O)C2CC(c3cc(C(F)(F)F)cc(C(F)(F)F)c3)=NO2)cc1 (stereo not given)	8	0
O=C(CSCc1c(Cl)cccc1Cl)NN=C1CCCC1	-3	-2
